Screens as filed in PubChem BioAssay.
TSHR antag: antagonists of human thyroid stimulating hormone receptor; P16473; TSHR-expressing cells, TSH-stimulated cAMP HTRF, 2 h; stronger effect = lower value; activity change, negative = inhibition, % at 11.5 µM; 330,000 tested, 0.2% active;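 active = activity change below a set negative limit, meaning inhibition stronger than a set level, cut at about -70% in these data; inconclusive = activity change between two set negative limits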; also: % is scaled to controls: 0 for no effect and ±100 for the full control effect
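TSHR-expressing cells were treated with compounds, then stimulated with TSH at EC80 (4nM final) for 2 hours at 37 deg C. Cellular cAMP was measured by HTRF competition between lysate cAMP and cAMP-d2 for a cryptate-labelled anti-cAMP antibody.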
A-T KAP1 phos: candidate therapy for ataxia-telangiectasia; 320,000 tested, 0.19% active; Potency, µM (titrated, usually from 57.5 µM), inactives show at the highest dose activation, usual class: activators; […] A-T fibroblasts, KAP-1 phosphorylation AlphaLISA; neocarzinostatin DNA damage 30 min before lysis; also: potency is read from the fitted curve at half-maximal effect; % of control where 0% means no effect; nearly all actives have a fitted effect of over 45% in size
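hTERT-immortalized A-T patient fibroblasts ([…]), 500 cells/well in OPTI-MEM, 1% FBS, got compounds for 60 min, then NCS for 30 min at 37C. Lysates were then assayed for phospho-KAP-1 by AlphaLISA (anti-pKAP1 donor, anti-KAP1 acceptor beads), 6 hr at 25C.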
TCR act: activators of T cell receptors; primary human leukocytes, anti-CD3, IL-2 HTRF, 48 h; Potency, µM (series often up to 9.22 µM), for inactives: top-dose activation of IL-2 secretion, usual class: activators; 330,000 tested, under 10 active; also: % of control where 0% means no effect
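IL-2 produced over 48 hr by a-CD3 bead-stimulated primary human leukocytes exposed to compounds was detected with a homogeneous time-resolved FRET immunoassay, 665nm acceptor signal after 320nm excitation.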
CXXC DNA block: blocks binding of human MLL CXXC domain to DNA | Q03164 | MLL-CXXC / FITC-HOXA9 DNA fluorescence polarization | Potency, µM (titrated, usually from 115 µM), for the others: at the highest dose activity change, negative = inhibition, hits mostly inhibitors | 290,000 tested, 0.037% active | AID 2662; active = well fitted inhibition curve with a large enough effect in the polarisation, with a control signal flat, not every such curve was filed as active; inconclusive = small, poorly fitted or top-dose-only effect, or effect the other way, or a change in a side signal; inactive = no such curve, though single readings can be large or run the other way; the % refers to the polarisation; also: potency is read from the fitted curve at half-maximal effect
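Steps: dispense CXXC domain solution (7 uM) → pin compounds or unlabeled HOX-A9 DNA control → 5 min ambient → add FLSN-HOX-A9 solution (50 nM) → spin → 30 min ambient → fluorescence polarization. Tris pH 7.5/NaCl/DTT/BSA buffer.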
KCNH2 WT inh: KCNH2 (human, wildtype) channel inhibition | Q12809 | U2OS, BacMam KCNH2, thallium flux FluxOr; stronger effect = lower value | activity change, % at 1.84 µM | 340,000 tested, 0.37% active;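 active = maximum activity change below -70%; inconclusive = maximum activity change between -70% and -50%; inactive = maximum activity change above -50%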; also: % is scaled to controls: 0 for no effect and ±100 for the full control effect
Target sequence (Q12809 whole entry, looked up): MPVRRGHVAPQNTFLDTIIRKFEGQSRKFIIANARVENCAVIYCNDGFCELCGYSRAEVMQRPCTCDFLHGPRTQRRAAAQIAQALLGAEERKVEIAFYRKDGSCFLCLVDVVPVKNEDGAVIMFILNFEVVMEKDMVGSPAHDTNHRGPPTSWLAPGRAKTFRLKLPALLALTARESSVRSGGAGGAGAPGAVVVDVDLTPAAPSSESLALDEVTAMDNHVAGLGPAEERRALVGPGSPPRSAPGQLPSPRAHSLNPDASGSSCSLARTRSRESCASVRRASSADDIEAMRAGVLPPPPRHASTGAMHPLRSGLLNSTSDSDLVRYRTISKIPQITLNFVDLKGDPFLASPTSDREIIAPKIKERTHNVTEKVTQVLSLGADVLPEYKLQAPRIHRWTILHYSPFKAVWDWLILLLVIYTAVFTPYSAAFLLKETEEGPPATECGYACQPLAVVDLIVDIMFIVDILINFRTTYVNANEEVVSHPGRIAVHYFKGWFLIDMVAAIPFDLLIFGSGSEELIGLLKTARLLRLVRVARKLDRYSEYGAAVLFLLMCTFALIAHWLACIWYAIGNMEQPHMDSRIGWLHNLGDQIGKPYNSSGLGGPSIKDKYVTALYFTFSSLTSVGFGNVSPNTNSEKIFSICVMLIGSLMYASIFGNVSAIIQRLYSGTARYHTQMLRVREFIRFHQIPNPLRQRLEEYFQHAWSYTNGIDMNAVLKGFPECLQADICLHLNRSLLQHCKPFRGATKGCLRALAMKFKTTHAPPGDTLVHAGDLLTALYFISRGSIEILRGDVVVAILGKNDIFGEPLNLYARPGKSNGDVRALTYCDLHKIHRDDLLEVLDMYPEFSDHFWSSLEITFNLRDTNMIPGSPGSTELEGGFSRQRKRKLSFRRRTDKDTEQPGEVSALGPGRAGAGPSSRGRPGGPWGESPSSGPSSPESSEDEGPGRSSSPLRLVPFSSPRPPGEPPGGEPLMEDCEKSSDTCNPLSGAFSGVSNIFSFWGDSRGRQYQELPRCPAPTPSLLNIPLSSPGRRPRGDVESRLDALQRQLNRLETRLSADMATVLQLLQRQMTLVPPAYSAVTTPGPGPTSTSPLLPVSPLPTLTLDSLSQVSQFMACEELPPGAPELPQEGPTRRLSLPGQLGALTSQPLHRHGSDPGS
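U2OS cells were transduced with wild-type KCNH2 virus (2.03 x 10^8 / mL) for 4 h at room temperature, then cultured overnight at 37 C. Thallium flux was read with FluxOr dye. Rate constants were normalized to DMSO controls.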
Giardia kill: Giardia lamblia killing | 340,000 tested, 0.15% active | Giardia lamblia trophozoite viability | AID 540267 | activity change, % at 7.66 µM, hits read low; in the data active = activity change below about -80%; inconclusive = between about -30% and that limit;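 also: parasites exposed to compound for two days anaerobically before the ATP read; % is scaled to controls: 0 for no effect and ±100 for the full control effect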
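Killing of trophozoites was scored by loss of ATP luminescence after a 48 hrs anaerobic exposure to compounds at 37 deg C, using 100 cells per well.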
Chronic BCR inh: chronic active BCR signaling inhibition. Potency, µM (doses to about 46.1 µM), without a hit: at the top dose ratio change, negative = lower green/red ratio, usual class: inhibitors. ABC-DLBCL IkBa-CBG/CBR reporter, luminescence ratio, 4 h. AID 493014. 340,000 tested, 0.05% active; active = well fitted inhibition curve with a large enough effect in the signal ratio, with a control signal flat, not every such curve was filed as active; inconclusive = small, poorly fitted or top-dose-only effect, or effect the other way, or a change in a side signal; the % refers to the signal ratio;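 also: potency is read from the fitted curve at half-maximal effect; plate controls were basal doxycycline-induced cells for no effect and cells given 10 µM MG132 for full effect; MG132 reads +100%, hits lower the ratio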
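TMD8 ABC-DLBCL cells carrying doxycycline-inducible green luciferase fused to IkappaBalpha plus unfused red luciferase were exposed to compounds (up to 46 uM) for 4 hrs at 37C. Activity came from the overlap-corrected green/red luminescence ratio.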
GALK inh: galactokinase (human) inhibition. P51570. Purified GALK, Kinase-Glo residual ATP luminescence. Potency, µM (doses to about 57.5 µM), without a hit: at the top dose activity change, negative = inhibition, usual class: inhibitors. 270,000 tested, 0.007% active. AID 1868; also: potency is read from the fitted curve at half-maximal effect; % is scaled to controls: 0 for no effect and ±100 for the full control effect
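Compounds were pin-transferred into ATP buffer (35 uM final), then GALK plus galactose (5 nM, 100 uM final) was added. After 1 h at room temperature, Kinase-Glo Plus was added and luminescence read after 10 min.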
Coupling enz: inhibits coupling enzyme system, counter-screen for aldolase hits; coupling enzyme system counterscreen, AmpLite Red fluorescence; activity change, negative = inhibition, % at 58.2 µM, hits read low; 290,000 tested, 0.67% active; AID 2472; in the data active = activity change below about -30%; also: % is scaled to controls: 0 for no effect and ±100 for the full control effect
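First, compound is pin-transferred into glyceraldehyde-3-phosphate coupling-enzyme reagent at 57.5 uM final and held 10 min at RT. Next, substrate, coupling system and AmpLite Red are added. After 20 min RT, fluorescence (525/598 nm) is read.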
Tb PFK inh: inhibitors of T. brucei phosphofructokinase; T. brucei PFK, ADP-Glo luminescence; 330,000 tested, 0.17% active; Potency, µM (highest dose often 57.5 µM), for the others: top-dose activity, negative = inhibition, actives largely listed as inhibitors; O15648;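 also: potency is read from the fitted curve at half-maximal effect; 0% = uninhibited 1x PFK enzyme wells and -100% = no-enzyme wells; nearly all actives have a fitted effect of over 60% in size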
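1.25 nM PFK with 0.5 mM F6P and 0.1 mM ATP in 0.1 M TEA pH 8.0, 5 mM MgCl2, incubated 45 min at room temperature; ADP measured by ADP-Glo luminescence; compounds titrated up to 57 uM.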
* hit, by the source's call; ? = inconclusive; nt = no result given; [ ] = another dose, or the depositor's remark. Unless noted, calls follow the shape of the dose curve; as a rule, active = well fitted curve in the direction sought with a large enough effect; inconclusive = small, poorly fitted or top-dose-only effect, or another doubt; inactive = no such curve, though single readings can be large; an effect the other way counts as inactive or inconclusive.

SMILES	TSHR antag	A-T KAP1 phos	TCR act	CXXC DNA block	KCNH2 WT inh	Giardia kill	Chronic BCR inh	GALK inh	Coupling enz	Tb PFK inh
CC(C)(C)[C@@H]1COC(=O)[C@@H](Cc2ccc(F)cc2)C/C=C\C[C@H](CC(=O)N(CCO)Cc2ccccc2)C(=O)N1	27	-2%	0%	nt	6	-6	0%	nt	nt	-7%
CC(C)Cc1nc2sc3c(c2c(=O)n1N)CC(C)(C)OC3	1	-19%	11%	-5%	0	-1	-1%	-2%	0	-1%
CCO[C@H]1OC(C(=O)NC2CC2)=C[C@@H](c2ccc(Br)cc2)[C@@H]1CCCO	0	-7%	-2%	-8%	nt	-18	9%	1%	5	-5%
CCn1cc(C(C)NC(=O)Nc2ccccc2C(=O)OC)c(C)n1 (stereo not given)	4	-1%	7%	6%	4	-5	2%	-2%	2	1%
Cc1ccsc1-c1nc(CSCC(=O)NCCN2CCCC2)c(C)o1	-4	0%	-3%	-5%	0	-12	0%	-1%	0	6%
Cc1nc(SCC(=O)NNC(=O)c2ccc(F)cc2)c2ccccc2n1	nt	3%	1%	nt	-5	-6	?	nt	nt	-1%
O=C(Nc1ccc(S(=O)(=O)N2CCCC2)cc1)c1cccnc1Cl	6	4%	4%	nt	-2	-12	-5%	nt	nt	-15%
Cc1cccnc1NC(=O)CNC(=O)c1ccccc1	23	nt	0%	nt	0	?	-7%	nt	nt	-1%
CC(COc1ccccc1)N1CCC(CO)(CCc2ccccc2)CC1 (stereo not given)	8	0%	-2%	1%	?	-13	?	-2%	3	-1%
CCn1c(CNC(=O)C(C)(C)C)nc2ccccc21	-2	8%	3%	10%	3	8	17%	0%	1	-3%
Cc1ccc(O)c(-c2[nH]ncc2C(=O)c2ccc(Br)cc2)c1	-14	23%	-3%	-3%	2	8	?	6%	2	2%
Cc1nc2sc(C(c3cccc(F)c3)N3CCN(C(=O)c4ccco4)CC3)c(O)n2n1 (stereo not given)	0	1%	-11%	-1%	-4	14	?	3%	-1	-3%
O=C(O)CCC(=O)Nc1ccccc1C(=O)NCc1ccco1	10	nt	5%[46.1 µM]	5%	-10	7	?	2%	-3	-2%
CC(NC(=O)COC(=O)c1ccc2c(c1)OCO2)c1ccccc1 (stereo not given)	22	1%	4%	4%	-9	4	-10%	7%	-1	-4%
CC12CCC(c3c(CO)nn(-c4ccccc4)c31)C2(C)C (stereo not given)	-10	-7%	1%	-2%	-3	-1	2%	3%	9	-1%

Record cards, from the list above:
`Cc1cccnc1NC(=O)CNC(=O)c1ccccc1` across the screens: TSHR antag = 23; A-T KAP1 phos = nt; TCR act = 0%; CXXC DNA block = nt; KCNH2 WT inh = 0; Giardia kill = ?; Chronic BCR inh = -7%; GALK inh = nt; Coupling enz = nt; Tb PFK inh = -1%
`Cc1ccsc1-c1nc(CSCC(=O)NCCN2CCCC2)c(C)o1` across the screens: TSHR antag = -4; A-T KAP1 phos = 0%; TCR act = -3%; CXXC DNA block = -5%; KCNH2 WT inh = 0; Giardia kill = -12; Chronic BCR inh = 0%; GALK inh = -1%; Coupling enz = 0; Tb PFK inh = 6%

Other compounds:
SMILES	TSHR antag	A-T KAP1 phos	TCR act	CXXC DNA block	KCNH2 WT inh	Giardia kill	Chronic BCR inh	GALK inh	Coupling enz	Tb PFK inh
CC(=O)N1c2ccc(S(=O)(=O)N3CCCC(C(=O)NCc4ccccc4)C3)cc2CC1C (stereo not given)	23	0%	5%	-2%	16	-8	18%	nt	4	0%
COc1ccc(CNC(=O)c2ccc(CS(=O)(=O)Cc3ccccc3F)o2)cc1	-4	2%	-9%	10%	4	-5	-20%	0%	1	0%
CC1CCCC(C)N1C(=O)c1cc2ncc(CCCl)cn2n1 (stereo not given)	19	2%	-1%[46.1 µM]	-8%	-11	-17	3%	nt	1	-8%
Cc1cccc(C(=O)NCC(c2ccco2)N(C)C)c1 (stereo not given)	2	7%	-2%	9%	-23	21	?	8%	0	2%
S=C(Nc1ccccc1Cl)N1CCC(c2ccccc2)C1 (stereo not given)	12	-4%	0%	20%	-25	-14	5%	4%	9	2%
Cc1ccc(C)c(S(=O)(=O)N2CCN(C(=O)/C=C/c3ccco3)CC2)c1	15	2%	9%	nt	2	8	-1%	nt	nt	nt
NC(=O)C1CCCN(C(=O)c2ccc3oc(Cc4ccc(Cl)cc4)nc3c2)C1 (stereo not given)	-6	6%	-1%	3%	-11	24	0%	3%	nt	-11%
COc1ccccc1C(=O)Nc1ccc(OCC(=O)N2CC(C)CC(C)C2)cc1 (stereo not given)	-7	4%	13%	nt	-12	-12	3%	nt	nt	-6%
Cc1cc(C(=O)NNC(=O)c2cccc(S(=O)(=O)N3CCOCC3)c2)c2ccccc2n1	-10	-10%	-4%	-14%	-16	2	-14%	8%	3	0%
CCc1c(C(=O)N/N=C/c2sccc2C)nnn1-c1nonc1N	-10	0%	8%	16%	6	-7	?	0%	0	-1%
Cc1cc(C)c(S(=O)(=O)N2CCOC2CNC(=O)C(=O)NCCc2ccc(S(N)(=O)=O)cc2)c(C)c1 (stereo not given)	25	-8%	-3%	nt	-4	-8	13%	nt	0	-7%
O=C1OC(N2C(=O)CC[C@H]2C(=O)Nc2ccc(F)c(F)c2)c2ccccc21 (stereo not given in full)	27	-3%	-4%	-2%	0	1	10%	nt	-1	0%
CC(C)c1cccc(-c2ccc3c(c2)S(=O)(=O)c2cccc(C(=O)O)c2C3=O)c1	-10	1%	-2%	nt	-3	4	?	nt	nt	-2%
Cc1ccc(C)c(Cn2nnc3c(=O)[nH]c(C(=O)NCC4CCCO4)nc32)c1 (stereo not given)	-11	1%	-4%[46.1 µM]	0%	-4	-18	7%	-5%	-2	-2%
O=C(Cn1c(=S)nc2ccccn21)N1CCc2ccccc2C1	nt	3%	-6%	4%	2	3	5%	-1%	-3	1%

Among those listed so far, these contain an NH in an aromatic ring:
SMILES	TSHR antag	A-T KAP1 phos	TCR act	CXXC DNA block	KCNH2 WT inh	Giardia kill	Chronic BCR inh	GALK inh	Coupling enz	Tb PFK inh
Cc1ccc(O)c(-c2[nH]ncc2C(=O)c2ccc(Br)cc2)c1	-14	23%	-3%	-3%	2	8	?	6%	2	2%
Cc1ccc(C)c(Cn2nnc3c(=O)[nH]c(C(=O)NCC4CCCO4)nc32)c1 (stereo not given)	-11	1%	-4%[46.1 µM]	0%	-4	-18	7%	-5%	-2	-2%

The list goes on.
SMILES	TSHR antag	A-T KAP1 phos	TCR act	CXXC DNA block	KCNH2 WT inh	Giardia kill	Chronic BCR inh	GALK inh	Coupling enz	Tb PFK inh
CC(=O)N1CCc2c(sc(NC(=O)CCS(=O)(=O)c3ccc(C)cc3)c2C(N)=O)C1	-6	5%	8%	nt	0	11	2%	nt	nt	0%
O=Cc1sc([O-])nc1-[n+]1ccc2ccccc2c1	1	-4%	-12%	-28%	-2	11	-12%	-3%	-2	0%
O=C(CCc1ccccc1)Nc1ccc(S(=O)(=O)Nc2nccs2)cc1	-6	4%	-5%	-2%	-10	-23	-13%	-3%	-1	-18%
Cc1cc(C)c(C#N)c(SCc2ccc3c(c2)OCO3)n1	-8	13%	-1%	4%	2	?	7%	0%	0	-1%
CCCCCNC(=O)C1CC=CCC1C(=O)O (stereo not given)	-3	nt	1%[46.1 µM]	21%	0	-2	-6%	-1%	3	1%
CC(=O)c1ccc(OCc2cc(C(=O)N(C)Cc3ccccn3)no2)cc1	3	-6%	-1%	-4%	-3	-21	6%	8%	nt	0%
COc1ccc(S(=O)(=O)N2CCCCCC2)cc1C(=O)N(C)Cc1c(F)cccc1Cl	69	6%	3%	nt	0	-18	?	nt	nt	3%
CN1CCN(S(=O)(=O)c2cccc(C(=O)O)c2)CC1	0	-1%	-1%	5%	-11	9	-6%	0%	2	3%
N#Cc1ccccc1NC(=O)Nc1ccc(Cl)cc1	11	-4%	1%	1%	7	-20	-20%	3%	0	0%
C[C@@]12CCC=C[C@H]1[C@H](c1ccc(/C=C/c3ccccc3)cc1F)N(Cc1ccccc1)C2=O	-24	40µM*	-3%	7%	-1	10	0%	-3%	-3	3%
COc1ccccc1N1CC(C(=O)NC2CCCCCC2)CC1=O (stereo not given)	-4	-2%	6%	nt	-10	-4	?	nt	nt	1%
C=CCNC(=O)N[C@@H](Cc1ccccc1)C(=O)OC	-4	5%	0%	-14%	4	-2	-1%	0%	3	-2%
